HEK293 NFkB inh: lowers PMA/ionomycin-induced NF-kB signal in HEK293 cells. HEK-293 NF-kB luciferase reporter, luminescence. inhibition, % at 3 µM. 62,000 compounds, 0.21% hits. AID 465;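 active = inhibition above the mean of all tested compounds plus 3 SD, cut at about 40% in these data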;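 note: 0% = stimulated DMSO wells and 100% = 10 µM reference inhibitor 5653914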
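Signal: luciferase luminescence; Material: HEK-293 cells with stable firefly luciferase reporter driven by four HIV NF-kB elements; Probe or stimulus: PMA with ionomycin; Replication: tested once; Times: 1 h compound pretreatment, then 16 h stimulation at 37 °C, 5% CO2; Benchmarks: DMSO and 10 µM reference inhibitor; Evaluation: per-plate % inhibition versus controls.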
JNK3 blocker: JNK3 (human) kinase inhibition | P53779 | purified JNK3 kinase activity, HTS | inhibition, % at 8 µM | 60,000 compounds, 0.61% hits; in the data active = inhibition above about 17%;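 note: 0% = DMSO and 100% = reference inhibitor; many of its hits are not listed in these tables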
Target sequence (P53779 whole entry, looked up): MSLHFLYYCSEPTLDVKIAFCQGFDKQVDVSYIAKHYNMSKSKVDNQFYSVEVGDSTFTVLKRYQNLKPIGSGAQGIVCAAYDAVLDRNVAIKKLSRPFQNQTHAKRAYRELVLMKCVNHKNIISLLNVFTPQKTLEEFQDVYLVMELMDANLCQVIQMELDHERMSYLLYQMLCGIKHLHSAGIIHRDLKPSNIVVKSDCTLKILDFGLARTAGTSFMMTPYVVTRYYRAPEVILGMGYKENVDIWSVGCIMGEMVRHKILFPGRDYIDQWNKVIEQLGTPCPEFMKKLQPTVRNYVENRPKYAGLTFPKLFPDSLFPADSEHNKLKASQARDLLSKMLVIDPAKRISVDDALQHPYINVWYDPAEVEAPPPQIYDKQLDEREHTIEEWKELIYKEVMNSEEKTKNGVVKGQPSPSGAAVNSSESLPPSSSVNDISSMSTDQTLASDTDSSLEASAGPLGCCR
Fluor 339 460: intrinsic fluorescence of library compounds, ex339/em460 – biochemical, MLSMR library, data from DPM-DC assay, artefact control, profiling panel; 65,000 compounds, 5.5% hits; fluorescence fold increase at 10 µM; compound autofluorescence, ex339/em460 nm, NADH buffer; active compounds read high; 1 = no-compound wells, NADH background;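 active = at 10 µM, mean starting fluorescence two-fold or more over control wells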;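 note: signal is the first read of a kinetic run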
MMP13 inh: MMP13 (human) collagenase inhibition; inhibition, % at 4 µM; MMP-13 fTHP FRET cleavage, Mca fluorescence; 65,000 compounds, 0.07% hits; P45452;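 active = inhibition above the mean of compound-free control plate wells plus 3 SD, cut at about 14% in these data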;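 note: 0% = DMSO wells and 100% = wells with reference MMP-13 inhibitor after basal subtraction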
NADH enzymes: inhibition of NAD/NADH coupling enzymes, library profiling; AID 774; coupled PK/LDH NADH assays, four targets; IC50, µM (highest dose often 10 µM), without a hit: at the highest dose inhibition; 65,000 compounds, 0.02% hits;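 active = single-dose screening hits from any of four coupled enzyme assays that gave an IC50 when retested across doses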;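 note: the DPM-DC format reads NADH fluorescence rather than 340 nm absorbance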
tolC growth inh: blocks growth of E. coli BW25113 tolC mutant. OD615. growth inhibition, % at 10 µM (by protocol). 65,000 compounds, 2.2% hits. AID 573;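 active = growth inhibition at or above a cutoff equal to the mean over every tested compound plus 3 SD, cut at about 60% in these data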;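 note: growth measured after 20 h incubation at 37 °C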
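Signal: optical density read at 615 nm; Assay system: E. coli ΔtolC::kan strain BW25113; Times: 20 h incubation with compound, 37 °C; Dosing: 10 µM final, single dose.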
A340 absorber: compounds absorbing at 340 nm | compound absorbance at 340 nm, fold over control | fold change at 10 µM | 65,000 tested, under 10 active | AID 708;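 active = at 10 µM dose, initial 340 nm absorbance at least 2 fold that of control wells; inactive = change under 2 fold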;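 note: initial absorbance extrapolated from kinetic A340 decline of NADH oxidation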
ROCK2 inh: inhibitors of human Rho kinase 2 | O75116 | purified ROCK2, Kinase-Glo ATP depletion luminescence | inhibition, % at 6 µM | 60,000 compounds, 0.35% hits | AID 604;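 active = inhibition above the screen-wide mean inhibition plus 3 SD, cut at about 18% in these data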;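 note: plate controls were DMSO wells for no effect and Y-27632 control wells after no-enzyme background subtraction for full effect; many of its hits are not listed in these tables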
PKA inh: blocks human protein kinase A activity. PKA Kemptide phosphorylation, Kinase-Glo ATP luminescence. inhibition, % at 6 µM. 65,000 compounds, 0.1% hits. AID 524;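 active = inhibition above the screen-wide mean inhibition plus 3 SD, cut at about 21% in these data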; note: many of its hits are not listed in these tables
Active calls of the source: *; x = no result given; [ ] = remark or other dose. An excerpt, so the mix of outcomes need not match the whole.

SMILES	HEK293 NFkB inh	JNK3 blocker	Fluor 339 460	MMP13 inh	NADH enzymes	tolC growth inh	A340 absorber	ROCK2 inh	PKA inh
COCc1cc(C)nc(N2CCOCC2)c1C#N	-2	-4	2.1*	-37	9%[fluoresces]	-4	1.1	1	-5
O=C(CSc1ncc(-c2ccccc2)n1-c1ccccc1)NCc1ccco1	27	0	1.1	3	7%	-1	1	6	9
O=C(COC(=O)CCC(=O)c1cccs1)NCc1ccco1	3	-4	0.98	4	4%	17	1.1	7	0
COc1ccc(CCNC(=O)c2ccc3c(c2)NC(=O)C(N2CCOCC2)S3)cc1OC (stereo unspecified)	16	-3	1.1	4	8%	0	0.98	1	0
CCN1CCCC1CNc1ncnc2c1[nH]c1ccc(F)cc12 (stereo unspecified)	24	-10	3*	-39	11%	3	1.1	2	6
Cc1onc(-c2ccccc2)c1C(=O)NCc1ccccn1	16	2	1.1	-2	1%	-7	1.1	6	4
Cc1cccc(NC2SC(=O)N(c3ccccc3)C2=O)c1 (stereo unspecified)	12	8	0.94	-5	1%	-17	0.98	2	2
O=C(Nc1ccc2snnc2c1)N1CCOCC1	-1	4	1.1	2	6%	-14	0.98	5	13
Cc1ccc(-c2nn3c(C)nnc3s2)cc1NC(=O)c1ccc(-c2ccc(Cl)cc2Cl)o1	11	-2	3.7*	3	4%[fluoresces]	-10	1.1	-4	-1
Cc1noc(C)c1CSc1nc2ccccc2c(=O)n1-c1ccccc1	32	9	1.1	7	8%	54	1	2	12
CC(=O)c1c(C)nn(C(=O)N2CCOCC2)c1C	22	9	1.1	-4	4%	-28	1	1	8
COc1ccc(NC(=O)CCn2cccc2)cc1	8	4	1.1	3	3%	-5	0.99	0	3
Cc1cc2c(cc1C)NC1(C(=O)Nc3ccccc31)C1=C(CC(C)(C)CC1=O)N2 (stereo unspecified)	10	0	1.1	-1	4%	11	1.2	6	6
CSc1nnc(-c2sc3cc(Cl)ccc3c2Cl)n1C	4	-8	1.1	3	4%	15	1	0	1
CCOC(=O)N1CCC(NCCNC(=O)c2ccc(Cl)cc2)CC1	9	x	1.2	5	7%	-18	1.1	x	-2
COc1ccc(N2CCN(CCCNC(=O)c3cc4sccc4n3C)CC2)cc1	20	-9	1.2	7	6%	4	1	-9	10
O=C(O)CCCCCNC(=O)c1ccncc1	-1	3	1	2	5%	-24	1	5	4
Cc1c(C(=O)N2CCN(c3ccccc3F)CC2)sc2ncn(CC(=O)N3CCOCC3)c(=O)c12	17	1	1.1	1	5%	-14	1	5	8
CC1CN(c2nc3ccccc3nc2C(C#N)C(=O)OC2CCCCC2)CC(C)O1 (stereo unspecified)	14	-1	1.1	-1	3%	-30	1	0	-3
NCCCCCc1nnc(SC/C=C/c2ccccc2)o1	14	-5	1	-5	2%	-11	1	2	4
CCOc1ccccc1NC(=O)CSc1nnc(-c2ccco2)o1	15	5	1.1	4	6%	-5	0.94	6	9
Cn1c(=O)c2c(nc(SCCOc3ccc4ccc(=O)oc4c3)n2C)n(C)c1=O	22	-4	1.1	6	4%	-5	1	4	-2
Cc1sc2c(=O)n3c(nc2c1C(=O)NCCCN1CCOCC1)CCCCC3	23	0	1.1	5	7%	-7	1	4	12
CCOC(=O)N1CCN(C(=O)C2CC(c3ccccc3OC)=NO2)CC1 (stereo unspecified)	-4	-2	1.1	-11	4%	-10	1	2	4
O=C(CSc1nnc(-c2cccs2)n1-c1ccccc1)N1CCN(C(=O)c2ccco2)CC1	13	-3	1.1	2	13%	0	1	2	3
O=C(c1cc2nc(-c3ccc(F)cc3)cc(C(F)(F)F)n2n1)N1CCCC1	6	1	1.5	0	17%	-16	1.1	0	5
Cc1nc2nc(C)c(CCC(=O)N3CCN(c4ccccn4)CC3)c(C)n2n1	8	4	1.2	-9	4%	-5	0.98	10	8
C/C(Cl)=C\Cn1c(NCCc2ccccc2)nc2c1c(=O)n(C)c(=O)n2C	22	-4	1	0	12%	-21	0.97	3	6
N#Cc1nc(-c2ccco2)oc1N1CCCC1	18	-2	3.9*	-294[fluorescence artefact?]	14%[fluoresces]	-6	1.1	3	15
COc1ccc(OC)c(S(=O)(=O)NCC2CCCO2)c1 (stereo unspecified)	-2	-6	1.1	0	1%	2	1.1	7	6
COc1ccc(C(=O)Nc2ccccc2C(=O)NCc2ccco2)cc1OC	0	5	1.2	2	4%	3	1	4	6
O=C(Oc1ccccc1C(=O)N1CCOCC1)c1ccc(Br)cc1	x	x	1.1	x	3%	-3	1	x	x
N=c1sccn1CC(=O)Nc1cccc(Oc2ccccc2)c1	14	2	1.1	5	3%	7	1	4	9
Cc1cn(C2CC3OCC3O2)c(=O)[nH]c1=O (stereo unspecified)	13	6	1	5	1%	-9	1	5	1
CC(=O)c1ccc(Nc2nc(C)nc3c2oc2ccccc23)cc1	12	2	1.5	-21	7%	0	1.2	-5	-8
C=CCN1CC2CC3(COc4cc(C)cc(C)c4)C=CC2(O3)C1=O (stereo unspecified)	0	-2	1.1	0	5%	-3	1	0	5
CCCn1c(SCC(=O)Nc2ccccc2-c2ccccc2)nnc1-c1ccoc1C	8	0	1.1	-5	6%	26	0.99	4	5
Cc1nn(C)c(C)c1NC(=O)CSc1nnc(C)n1-c1ccccc1	-3	-5	1.1	-2	8%	-13	1	5	5
O=C(NCCN1Cc2ccccc2C1=O)c1cccs1	-10	2	1	5	7%	-16	1	1	3
COc1ccc(CC(=O)Nc2cc(C)ccn2)cc1	-8	27*	1.1	-7	6%	10	1.1	4	5
NC(=O)C1(S(=O)(=O)c2ccccc2)CCCCC1	10	5	1.1	5	5%	-5	1	3	6
C=CCc1ccccc1OCC(O)CN1CCN(c2ccccc2OC)CC1 (stereo unspecified)	10	x	1.1	1	7%	13	1	x	6
O=C(Nc1ccc(-c2nnc(-c3ccccc3)o2)cc1)C(F)(F)F	-31	-1	1.7	-20	7%	-31	1.1	4	1
COc1ccc(N2C(=O)CC(NC3CC3)C2=O)cc1 (stereo unspecified)	7	7	1.1	5	1%	-44	0.99	6	13
CCN(CC)C(=O)c1cc(-c2ccc(Br)cc2)on1	-16	1	1.1	-9	3%	-2	1.1	-2	-5
COc1cccc(-n2nnc3c(=O)n(CC(=O)N4CCCc5ccccc54)cnc32)c1	1	x	1.1	0	3%	7	1.1	x	6
O=C(CSc1nnc(Cn2c(=O)sc3ccccc32)n1CCc1ccccc1)N1CCCC1	9	-4	0.99	-1	1%	3	1	7	7
CCN(CCNC(=O)Nc1ccc(Cl)cc1)c1ccccc1	11	-6	1.1	-9	0%	47	1	1	4
CC(c1cccnc1)N(CCN(C)C)C(=O)Nc1ccc(Cl)c(Cl)c1 (stereo unspecified)	1	-3	1.1	2	5%	-6	1	3	9
Clc1ccccc1-c1nnc2sc(-c3ccc(Br)o3)nn12	-6	4	1.2	7	8%	-2	1	4	-1
COc1ccc(Nc2nc(C)cc(C)c2C#N)cc1OC	10	0	1.1	5	3%	-8	1.1	3	2
O=C(CN1CCC(NC(=O)c2cccc(F)c2)CC1)NCc1ccccc1F	10	x	1.1	6	4%	1	1	x	4
Nc1ccc(-c2nc3c(Cl)cc(N)cc3[nH]2)cc1	16	-36	4.9*	-357[fluorescence artefact?]	15%[fluoresces]	0	1.3	-4	-6
CCc1noc(C)c1C(=O)Nc1ncc(C)s1	9	7	1	2	4%	-6	1.1	4	7
Cc1ccc(C(C(=O)NCc2ccco2)N(Cc2ccco2)C(=O)CNC(=O)c2ccco2)cc1 (stereo unspecified)	17	-3	1	-3	5%	6	0.99	2	4
Cc1ccc(S(=O)(=O)N2CCCC2C(=O)NC2CCCCC2)cc1 (stereo unspecified)	4	-1	1.1	-4	7%	-14	1	6	8
CC(C)c1cc(C(=O)NC2CCCCC2)no1	-10	1	1.1	0	5%	-7	0.98	1	2
O=C(CSc1nnc(COc2ccccc2)n1Cc1ccco1)Nc1ccc2c(c1)OCCO2	14	-5	1.1	6	3%	3	1	7	9
Cc1nnc(Nc2ccc(C(=O)NCCO)cc2)c2ccccc12	3	1	1.2	4	3%	-16	1.1	2	-2
CSCCC(NC(=O)c1ccc(=O)n(C)n1)c1nc2ccccc2[nH]1 (stereo unspecified)	-12	3	1	-1	7%	-9	0.98	1	10
(list continues)
SMILES	HEK293 NFkB inh	JNK3 blocker	Fluor 339 460	MMP13 inh	NADH enzymes	tolC growth inh	A340 absorber	ROCK2 inh	PKA inh
CC(c1cccnc1)N(C(=O)Nc1ccccc1)C1CCCCC1 (stereo unspecified)	17	5	1	0	3%	3	1	3	10
C=CCn1c(NC(=O)c2ccco2)c(S(=O)(=O)c2ccccc2)c2nc3ccccc3nc21	9	-3	3.8*	-31	4%[fluoresces]	5	1.1	-10	-2
O=C(NCc1cccs1)c1noc2c1CCCCC2	-9	1	1.1	8	5%	-6	1	-2	-2
COc1ccc(CCN2C(=O)CC(C(N)=O)SC2=Nc2ccccc2)cc1OC (stereo unspecified)	22	-7	1.1	2	7%	-3	0.96	-1	1
Cc1ccc(NC(=O)Nc2ccc(F)cc2)nc1	-10	10	1	4	5%	-8	1	7	11
Cc1ccc(Cn2c(SCc3cccnc3)nc3c2c(=O)n(C)c(=O)n3C)cc1	2	2	1	-1	8%	5	0.96	3	7
COc1ccc(OC)c(S(=O)(=O)Nc2ccccc2F)c1	14	9	1.1	6	9%	6	1	2	6
Cc1ccc(C(=O)Nc2sc3c(c2C(=O)O)CCCCC3)o1	16	5	1.1	-1	7%	20	1.2	-6	2
CCOC(=O)NCc1ccc(CNC(=O)OCC)cc1	15	4	1.1	4	8%	-13	1	10	8
CCN(CC)CCNC(=O)c1sc2nc(-c3ccccc3)cn2c1C	21	-8	1.1	-1	6%	-4	1	5	9
O=S(=O)(NCCc1csc(-c2cccnc2)n1)c1cccs1	16	-7	1.1	4	6%	1	1.1	0	0
O=C(c1cccs1)N(Cc1ccco1)Cc1cc2ccccc2[nH]c1=O	9	11	1.3	-13	4%	26	1	6	12
O=C(Cc1ccccc1)NCCc1cn2ccsc2n1	9	1	1	-2	5%	-9	1	3	3
CCC(C)(C)n1nnnc1C(c1ccc(C)cc1)N1CCN(Cc2cccnc2)CC1 (stereo unspecified)	1	3	1.1	0	6%	-2	1	0	2
COc1ccc(CN(CCN(C)C)Cc2ccccc2)c(OC)c1	-5	0	1.1	1	7%	x	1	-1	-1
COc1ccccc1N1CCN(C(=O)c2ccccc2Oc2ccccc2)CC1	9	-3	1	-4	7%	15	0.97	17	8

Some of these compounds in order of SMILES length, ascending.
SMILES	HEK293 NFkB inh	JNK3 blocker	Fluor 339 460	MMP13 inh	NADH enzymes	tolC growth inh	A340 absorber	ROCK2 inh	PKA inh
CCOC(=O)NCc1ccc(CNC(=O)OCC)cc1	15	4	1.1	4	8%	-13	1	10	8
O=S(=O)(NCCc1csc(-c2cccnc2)n1)c1cccs1	16	-7	1.1	4	6%	1	1.1	0	0
CCN(CC)CCNC(=O)c1sc2nc(-c3ccccc3)cn2c1C	21	-8	1.1	-1	6%	-4	1	5	9
O=C(c1cccs1)N(Cc1ccco1)Cc1cc2ccccc2[nH]c1=O	9	11	1.3	-13	4%	26	1	6	12
CCC(C)(C)n1nnnc1C(c1ccc(C)cc1)N1CCN(Cc2cccnc2)CC1 (stereo unspecified)	1	3	1.1	0	6%	-2	1	0	2
